TRPC4 potent: allosterically enhances the mouse TRPC4 cation channel. Q9QUQ5. HEK293 TRPC4beta/mu-opioid, DAMGO EC20, Fluo-4 Ca2+ flux; stronger effect = higher value. B-score at 10 µM. actives 0.42% (n = 310,000). AID 2227;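 active = B-score of calcium response area above 5 SD of library B-scores, with initial fluorescence ratio within 5 SD of library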;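 also: B-score of integrated fluorescence ratio over time as area under calcium response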
Dyrk1A ADPGlo: inhibitors of rat Dyrk1A kinase; AID 504441; inhibition, % at 12.5 µM; ADP-Glo luminescence, NFATc1 peptide; actives 0.43% (n = 310,000); Q63470; in the data active = inhibition above about 50%;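 also: plate controls were vehicle with enzyme for no effect and no enzyme for full effect; many of its hits are not listed in these tables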
Platelet DG rel: platelet dense granule release activity. human platelet-rich plasma, SFLLRN dense granule ATP release, luminescence. inhibition, %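 (compounds screened at 7.5 µM in platelet-rich plasma)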. actives 0.22% (n = 300,000);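 active = mean replicate score, as percent of positive control, at or above 50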
KCNQ1 inh: inhibitors of human KCNQ1 potassium channel | P51787 | CHO-K1 KCNQ1, FluxOR thallium flux fluorescence; stronger effect = higher value | B-score at 10 µM | actives 1.3% (n = 310,000) | AID 2642;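 active = compounds whose thallium flux B-score, printed positive for inhibition, exceeds three library SD while starting fluorescence stays within three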;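 also: channel opened by potassium depolarization with thallium stimulus after 20 min compound exposure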
KCNQ1 act: human KCNQ1 channel potentiation or activation | P51787 | AID 2648 | CHO-K1 KCNQ1, thallium flux FluxOR fluorescence; stronger effect = higher value | B-score at 10 µM | actives 0.35% (n = 310,000);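 active = fluorescence ratio B-score, a plate-corrected score, at least three library SD, with initial intensity B-score within 5 SD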
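assay system = KCNQ1-transfected CHO-K1 cells | medium = assay buffer with matched DMSO | probe or stimulus = depolarizing K+/Tl+ stimulus, K2SO4 and Tl2SO4 each 12.5 mM in 5x stock | dosing = single dose | incubation = dye 90 min, compound 20 min, room temperature | detection = kinetic FluxOR fluorescence, 10 s baseline plus 110 s post-stimulus | evaluation = ratio B score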
TRPC4 act: opens the mouse TRPC4 cation channel. actives 0.49% (n = 310,000). Q9QUQ5. B-score at 10 µM. AID 2237. HEK293 TRPC4beta/mu-opioid, Fluo4 calcium fluorescence; stronger effect = higher value;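 active = B-score above 5 SD of library B-scores, and initial fluorescence ratio not above library mean plus 5 SD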;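 also: positive B-score marks a calcium rise read as TRPC4 activation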
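System: HEK293 cells stably co-expressing mouse TRPC4beta and mu-opioid receptor; Schedule: Fluo4 dye loading 45 min at room temperature, 110 s recording; Detection: Fluo4 fluorescence, kinetic; Evaluation: B-scored integrated calcium fluorescence ratio; Controls: buffer (low) and maximal DAMGO (high).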
TRPC4 block: TRPC4 (mouse) channel inhibition | B-score at 10 µM | actives 0.39% (n = 300,000) | Q9QUQ5 | HEK293 TRPC4beta/mu-opioid, DAMGO-evoked Fluo4 calcium flux; stronger effect = lower value | AID 2247;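 active = B-score over 3 SD under the library average, no early fluorescence shift, positive overall ratio signal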
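test system = HEK293 cells with stable TRPC4beta plus mu-opioid receptor expression | detection = Fluo4 Ca2+ flux fluorescence | read-out = integrated fluorescence ratio relative to baseline, converted to per-well B score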
KCNK9 inh: inhibitors of human KCNK9 two-pore domain potassium channel; Q9NPC2; HEK293 KCNK9, FluxOR thallium flux fluorescence; stronger effect = lower value; B-score at 10 µM; actives 1.2% (n = 310,000); AID 488922;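 active = ratio B-score over 3 SD below the library mean, with starting fluorescence within 5 SD of its mean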;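 also: negative B-score means less thallium flux so channel inhibition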
Target sequence (Q9NPC2 whole entry, looked up, the tested form may be a part): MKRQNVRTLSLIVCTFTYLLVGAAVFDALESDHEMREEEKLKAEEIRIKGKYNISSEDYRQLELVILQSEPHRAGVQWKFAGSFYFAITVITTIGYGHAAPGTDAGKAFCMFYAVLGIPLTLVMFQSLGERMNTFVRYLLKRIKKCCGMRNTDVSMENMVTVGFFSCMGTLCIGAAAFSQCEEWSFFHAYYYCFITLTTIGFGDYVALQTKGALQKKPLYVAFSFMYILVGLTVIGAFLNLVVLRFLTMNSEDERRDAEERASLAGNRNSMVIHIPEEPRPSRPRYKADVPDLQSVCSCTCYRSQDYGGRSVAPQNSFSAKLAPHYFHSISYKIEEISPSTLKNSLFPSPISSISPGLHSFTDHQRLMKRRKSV
hERG rescue: compounds protecting human hERG from proarrhythmic drug block. actives 0.51% (n = 310,000). CHO-hERG, FluxOR thallium flux, dofetilide IC70 present. activation (rescue from dofetilide block), less the hit threshold, % at 10 µM. Q12809;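 active = activation above the mean of controls blocked by dofetilide plus 5 SD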;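 also: thallium influx through hERG after potassium depolarization seen as dye fluorescence rise; in these data hits start at about 4.7%; inactives centre near -7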
KCNK3 inh: human KCNK3 channel inhibition, primary screen. AID 602410. O14649. CHO-KCNK3 thallium flux, FluxOR fluorescence; stronger effect = lower value. actives 0.84% (n = 340,000). B-score at 10 µM;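 active = B-score under library mean minus 4 SD, starting fluorescence ratio at most library mean plus 5 SD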;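 also: more negative B-score means stronger inhibition of thallium flux through KCNK3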
Target sequence (O14649 whole entry, looked up): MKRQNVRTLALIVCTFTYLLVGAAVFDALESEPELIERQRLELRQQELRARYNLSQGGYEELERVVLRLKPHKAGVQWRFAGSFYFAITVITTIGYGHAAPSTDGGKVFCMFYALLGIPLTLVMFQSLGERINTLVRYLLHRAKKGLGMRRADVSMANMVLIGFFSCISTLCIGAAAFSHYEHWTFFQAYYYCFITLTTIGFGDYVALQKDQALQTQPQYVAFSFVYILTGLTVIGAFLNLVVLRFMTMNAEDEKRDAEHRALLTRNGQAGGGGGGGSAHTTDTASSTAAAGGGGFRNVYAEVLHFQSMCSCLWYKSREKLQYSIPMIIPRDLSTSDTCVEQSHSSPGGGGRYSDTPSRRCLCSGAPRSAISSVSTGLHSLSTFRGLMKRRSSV
PolyA inhibitor: yeast polyadenylation inhibition; S. cerevisiae SKY197-pL101 polyadenylation reporter, beta-gal luminescence; efflux-impaired pdr1/pdr3 knockout yeast; score 100 = 6 SD above DMSO; calls only at 12 µM; actives 0.02% (n = 300,000); AID 1875;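 active = lowest replicate activity score at least 50, where 100 means six control SD above control mean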;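 also: yeast exposed to compound for 9 h at 30 °C; higher score means more reporter readthrough which indicates perturbed polyadenylation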
Active calls of the source: *; i = inactive; nt = not tested or not shown. These rows are one share of the data; rates above refer to the full screens.

nr	molecule	Platelet DG rel	hERG rescue	KCNQ1 inh	TRPC4 block	KCNK3 inh	Dyrk1A ADPGlo	TRPC4 act	KCNQ1 act	PolyA inhibitor	TRPC4 potent	KCNK9 inh
1	O=C(Nc1ccc(Cl)cc1Cl)NC1CCN(S(=O)(=O)c2ccc(F)cc2)CC1	0	-14	i	i	i	-3	i	i	i	i	i
2	O=C(Oc1ccccc1)c1ccc2nsnc2c1	-10	-9	i	i	i	-11	i	i	i	i	i
3	Cc1ccc(C(=O)NCCN2CCOCC2)cc1S(=O)(=O)N1CCCCC1	14	-6	i	i	i	10	i	i	i	i	i
4	COC(=O)CNC(=O)CNC(=O)c1nn(-c2ccc(OC)c(Cl)c2)c(=O)c2ccccc12	1	-1	i	i	i	-5	i	i	nt	i	i
5	CCCOc1ccc(Cc2c(Cl)nc(SC)nc2N(C)C)cc1	-2	-10	i	i	i	2	i	i	i	i	i
6	O=C(c1ccc2c(=O)n3c(nc2c1)CCCCC3)N1CCN(Cc2ccccc2)CC1	1	-8	i	i	i	-3	i	i	i	i	i
7	Cc1c(NC(=O)CN2C(=O)c3ccc([N+](=O)[O-])cc3C2=O)c(=O)n(-c2ccccc2)n1C	19	-1	i	i	i	1	i	i	i	i	i
8	CCN(CC)C(=O)c1sc2nc(-c3cccs3)cc(-c3cccs3)c2c1N	-4	-15	7*	i	i	18	i	i	i	i	-9.3*
9	COc1ccccc1CCC(=O)N1CCN(C(=O)c2ccccc2)CC1	-3	-8	i	i	i	0	i	i	i	i	i
10	OC(CON=C1c2ccccc2-c2ccccc21)CN1CCNCC1 (centres undefined)	-2	-7	i	i	i	17	i	i	i	i	i
11	O=C(O)CC1(CC(=O)Nc2ccc(Br)cc2)CCCCC1	-1	-9	i	i	i	nt	i	i	i	i	i
12	COc1ccccc1CN1CC(C(=O)N(C)CCc2nc3ccc(F)cc3[nH]2)CCC1=O (centres undefined)	-1	-10	i	i	i	2	i	i	i	i	i
13	CCN(CC)CCN1C(=O)C(=O)/C(=C(/O)c2cccc(OC)c2)C1c1ccccn1 (centres undefined)	0	-5	i	i	i	4	i	i	i	i	i
14	CCOc1cc(C2C(C#N)=C(N)OC3=C2C(=O)CC(C)(C)C3)cc([N+](=O)[O-])c1O (centres undefined)	-3	-4	i	i	i	5	i	i	i	i	i
15	Cc1ccc(/C=C/C(=O)c2cc(Br)ccc2OC(=O)c2ccco2)cc1	nt	-12	i	i	i	-5	i	i	i	i	i
16	O=C(Nc1ccc(C(=O)Oc2ccccc2)c(O)c1)c1ccco1	8	-10	i	i	i	7	i	i	i	i	-7.2*
17	N#CC(c1ccc(O)cc1)N1CCOCC1 (centres undefined)	2	-5	i	i	i	3	i	i	i	i	i
18	O=C(CSc1cn(CCNC(=O)c2cccs2)c2ccccc12)NCc1ccccc1	1	-12	i	i	i	-1	i	i	i	i	i
19	CCOC(=O)C(=Cc1ccc(-c2ccsc2C(=O)OC)o1)C(=O)OCC	1	-8	i	i	i	-2	i	i	i	i	i
20	CCc1nnc(NC(=O)c2cc3c(s2)CCCCC3)s1	-7	-6	i	i	i	2	i	i	i	i	i
21	CC1(C)CC(=O)C=C(c2ccc3[nH]ccc3c2)C1	18	-7	i	i	i	13	i	i	i	i	i
22	COc1cccc(CC(=O)Nn2c(C)nc3ccccc3c2=O)c1	-8	-9	i	i	i	6	i	i	i	i	i
23	C/C(CC(=O)Nc1cc(C)ccn1)=N\NC(=O)c1cccc(C)c1	2	-16	i	i	i	-3	i	i	i	i	i
24	COc1ccc(S(=O)(=O)N2CCOCC2)cc1NC(=O)CSc1n[nH]c(C(C)C)n1	0	-2	i	i	i	-3	i	i	i	i	i
25	O=C1N=c2ccccc2=C1c1sc(=O)[nH]c1O	10	-6	i	i	i	nt	i	i	i	i	i
26	COc1ccccc1CN=C1Nc2ccccc2CS1	-1	-10	i	i	i	2	71*	i	i	i	i
27	Cc1ccc(C(=O)N2C(CC(=O)Nc3ccc(Cl)cc3)C(=O)NC3CCCCC32)cc1 (centres undefined)	-1	-14	i	i	i	0	i	i	i	i	i
28	O=C(Nc1ccc(NC(=O)c2ccco2)c(Cl)c1)c1cccc([N+](=O)[O-])c1	0	-6	i	i	i	-2	i	i	i	i	i
29	Cc1ccc(NC(=O)CS(=O)c2ccccc2N)c(C)c1 (centres undefined)	6	-4	i	i	i	1	i	i	i	i	i
30	CC(C)OC(=O)c1cc(=O)[nH]c2ccccc12	2	-1	i	i	i	16	i	i	i	i	i
31	CCCOc1ccc(NC(=O)CC2C(=O)N(CC)C(=S)N2Cc2cccs2)cc1 (centres undefined)	2	-6	i	i	i	2	i	i	i	i	i
32	C=CCNC(=O)/C(=C/c1cn(-c2ccccc2)nc1-c1cccc([N+](=O)[O-])c1)NC(=O)c1ccccc1	-15	-5	i	i	i	-1	i	i	i	i	i
33	CCn1c(=O)c2sccc2n(Cc2cccc(C)c2)c1=O	-5	-12	i	i	i	2	i	i	i	i	i
34	CCCCC1=C([O-])C2N=CC=CC2=[N+](c2ccccn2)C1=O (centres undefined)	-7	-2	i	i	i	3	i	i	i	i	i
35	COC(=O)CCCC1=CC2=C(c3ccccc3)C(=O)C(C)(OC(=O)C3CCCC3)C(=O)C2=CN1C1CCCCC1 (centres undefined)	5	-9	i	i	i	5	i	i	i	i	i
36	O=C(COC(=O)c1ccc(O)cc1O)Nc1ccc(Cl)cn1	2	-10	i	i	i	23	i	i	i	i	i
37	Cc1ccc(NC(=O)N2CCC(C(=O)NCCC3=CCCCC3)CC2)cc1	1	-6	i	i	i	-6	i	i	i	i	i
38	Cc1onc(-c2ccccc2Cl)c1C(=O)Nc1cccnc1	-7	-10	i	i	i	-7	i	i	nt	i	i
39	CCCn1c(N/N=C\C=C\c2ccccc2)nc2c1c(=O)[nH]c(=O)n2C	-10	-6	i	i	i	-3	i	i	i	i	i
40	Cc1cc(C)cc(N(CC(=O)NCC2CCCO2)C(=O)CN2C(=O)COc3ccccc32)c1 (centres undefined)	5	-10	i	i	i	-2	i	i	i	i	i
41	COc1cc(C(=O)N2CCc3ccccc32)c([N+](=O)[O-])cc1OC	4	-9	i	i	i	nt	i	i	i	i	i
42	O=C(c1ccco1)N1CCN(S(=O)(=O)c2ccccc2[N+](=O)[O-])CC1	7	-1	i	i	i	-3	i	i	i	i	i
43	CCOC(=O)C1=C(COC(=O)c2ccc(C)s2)NC(=O)NC1C (centres undefined)	10	-8	i	i	i	27	i	i	i	i	i
44	O=C(CCl)Nc1cc(S(=O)(=O)N2CCCCCC2)ccc1Cl	5	-6	i	i	i	-2	i	i	i	i	i
45	C[C@]12CC[C@@H]3c4ccc(OC(=O)c5ccccc5)cc4CC[C@H]3[C@@H]1CC[C@@H]2O	-2	-9	i	i	i	5	i	i	i	i	i
46	COc1ccc(CC(=O)N[C@@H](CCSC)c2nc3ccccc3[nH]2)cc1	10	-6	i	i	i	-4	i	i	i	i	i
47	CCC(Oc1ccccc1)C(=O)Nc1ncc([N+](=O)[O-])s1 (centres undefined)	-4	-10	i	i	i	1	i	i	i	i	i
48	CC1(C)CC(c2nc(-c3ccc([N+](=O)[O-])cc3)cs2)CCO1 (centres undefined)	1	-22	7*	i	i	-3	i	i	i	i	i
49	Cc1nn(Cc2ccccc2Cl)c(C)c1C(=O)Nc1nnc(C2CC2)s1	1	-6	i	i	i	-3	i	i	i	i	i
50	CC1CCCC(C)N1/N=C/c1ccc([N+](=O)[O-])cc1 (centres undefined)	-1	-8	i	i	i	0	i	i	i	i	i

Additional structures
nr	molecule	Platelet DG rel	hERG rescue	KCNQ1 inh	TRPC4 block	KCNK3 inh	Dyrk1A ADPGlo	TRPC4 act	KCNQ1 act	PolyA inhibitor	TRPC4 potent	KCNK9 inh
51	CC(=O)Oc1ccc(OC(C)=O)c(S(=O)(=O)c2ccc(C)c(C)c2)c1	-2	-9	i	i	i	-1	i	i	i	i	i
52	Cn1ncc(-c2ccno2)c1C(=O)O	0	-3	i	i	i	2	i	i	i	i	i
53	O=C(CN1C(=O)S/C(=C\C=C\c2ccccc2)C1=O)Nc1ccc(O)cc1	15	-2	i	i	i	nt	i	i	i	i	i
54	Cc1ccc2nc(Cl)c(/C=N/NC(=O)c3ccccc3O)cc2c1	-8	-6	i	i	i	8	i	i	i	i	i
55	COC(=O)c1c(-c2cccc(C)c2)csc1NC(=O)C1CCCO1 (centres undefined)	6	-15	i	i	i	nt	i	i	i	i	i
56	CS(=O)(=O)N(CC(=O)N1CCN(C(c2ccccc2)c2ccccc2)CC1)C1CCCCC1	0	-16	i	i	i	1	i	i	i	i	i
57	Cc1cccc(NC(=S)N2CCN(Cc3ccc4c(c3)OCO4)CC2)c1C	nt	-10	i	i	i	0	i	i	i	i	i
58	CC1CN(S(=O)(=O)c2cccc(-c3csc(-c4ccccc4)n3)c2)CC(C)O1 (centres undefined)	5	-7	i	i	i	8	i	i	i	i	i
59	CC(C)(C)c1ccc(C(=O)N/C(=C\c2cccc([N+](=O)[O-])c2)C(=O)Nc2cccc(C(=O)O)c2)cc1	-1	-9	i	i	i	-7	i	i	i	i	i
60	CCOC(=O)N1CCN(CC(O)c2ccc3c(c2)CCN3)CC1 (centres undefined)	4	-7	i	i	i	4	i	i	i	i	i
61	COc1ccc(/C=C/c2ccncc2)c2ccccc12	4	-6	i	i	i	6	i	i	i	i	i
62	Cc1ccc(OCCCC(=O)Nc2ccc3c(c2)OCO3)cc1	3	1	i	i	i	5	i	i	i	i	i

Bioassay records: PubChem, several laboratories
